STK33 inh – inhibitors of human STK33 kinase; inhibition, % at 10 µM; actives 0.073% (n = 320,000); purified STK33, MBP phosphorylation, ADP-Glo luminescence; AID 2661;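 active = inhibition at or above 25%, using the most active replicate where run in duplicate; inactive = inhibition below 25%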
Target sequence (Q9BYT3 whole entry, looked up): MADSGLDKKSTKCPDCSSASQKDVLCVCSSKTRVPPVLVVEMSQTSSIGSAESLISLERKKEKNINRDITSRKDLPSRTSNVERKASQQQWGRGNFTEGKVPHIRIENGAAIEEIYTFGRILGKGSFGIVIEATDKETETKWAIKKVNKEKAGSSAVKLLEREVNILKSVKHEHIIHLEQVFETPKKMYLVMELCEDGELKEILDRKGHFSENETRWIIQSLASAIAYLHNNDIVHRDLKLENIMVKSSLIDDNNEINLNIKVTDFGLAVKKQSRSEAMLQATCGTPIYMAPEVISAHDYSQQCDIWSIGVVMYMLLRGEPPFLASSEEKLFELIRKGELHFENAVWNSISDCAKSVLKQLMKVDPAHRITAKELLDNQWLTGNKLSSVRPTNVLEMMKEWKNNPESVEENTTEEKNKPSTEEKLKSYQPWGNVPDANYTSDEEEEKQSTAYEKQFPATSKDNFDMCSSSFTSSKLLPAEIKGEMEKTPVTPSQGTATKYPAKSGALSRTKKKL
Kir21 inh – inhibitors of mouse Kir2.1 inward-rectifier potassium channel | HEK293-Kir2.1, FluxOR thallium flux fluorescence; stronger effect = lower value | P35561 | B-score at 10 µM | actives 0.85% (n = 310,000) | AID 1672;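 active = fluorescence ratio B-score at or below minus 3 SD of library scores, with starting-brightness B-score within 2 SD, cut at about -4.2 in these data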;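 also: channel flux triggered by added potassium and thallium sulfate stimulus; B-score of peak minus minimum fluorescence over baseline after thallium stimulus; more negative B-score means stronger Kir2.1 block with less thallium influx; some compounds called inactive have numbers as strong as hits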
Target sequence (P35561 whole entry, looked up): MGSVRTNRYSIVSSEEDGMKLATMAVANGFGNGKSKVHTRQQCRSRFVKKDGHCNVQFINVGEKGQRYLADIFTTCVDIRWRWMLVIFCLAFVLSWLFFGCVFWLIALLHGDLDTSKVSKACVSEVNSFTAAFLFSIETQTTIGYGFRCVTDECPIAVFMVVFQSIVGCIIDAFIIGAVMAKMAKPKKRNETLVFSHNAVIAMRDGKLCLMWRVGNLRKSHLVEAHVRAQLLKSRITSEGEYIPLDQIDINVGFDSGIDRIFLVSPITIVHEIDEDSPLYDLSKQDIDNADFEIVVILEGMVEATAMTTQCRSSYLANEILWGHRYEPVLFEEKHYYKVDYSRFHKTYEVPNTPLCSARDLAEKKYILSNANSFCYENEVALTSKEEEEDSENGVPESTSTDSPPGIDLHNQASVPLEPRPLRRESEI
Active calls of the source: *; . = not tested or not shown.

mol	STK33 inh	Kir21 inh
O=C1CN(C(=O)c2ccc(Br)o2)C(c2ccccc2)c2cc(Br)ccc2N1 (stereo not given)	-0.1	0.3
O=C(CSc1nnc(-c2cccs2)n1Cc1ccco1)Nc1ccc2c(c1)OCO2	-2.4	-2.4
CN(C)CCNC(=O)Cn1c(=O)c2cccn2c2ccc(F)cc21	-1.9	-0.48
O=C(N[C@@H](Cc1c[nH]c2ccccc12)C(=O)NC1CC1)c1ccccc1Cl	0.8	0.81
Cc1[nH]nc(-c2ccc(OCc3cnn(-c4ccccc4)c3)cc2O)c1Oc1ccc(Cl)cc1	0.9	1.1
Cc1cc(C)n2nc(SC(C)C(=O)NCc3ccco3)nc2n1 (stereo not given)	0.5	0.02
CC(C)CN1CCN(Cc2cn(C)c3ccccc23)CC1CCO (stereo not given)	-0.4	-0.02
CCOC(=O)c1c(NC(=O)CN2CCCCC2)sc2c1CCN(C(=O)OCC)C2	-2.0	2.1
O=C(CSCC(=O)Nc1cccc([N+](=O)[O-])c1)Nc1ccccc1	0.5	-0.93
O=C(Nc1cccc(NC(=O)C2CCCO2)c1)c1ccco1 (stereo not given)	0.9	3.1
Cc1nc(C(=O)Nc2cc(Cl)ccc2Cl)nn1-c1cc(OC(C)C)c(Cl)cc1Cl	-0.4	-1.9
Cc1cccc(NC(=O)CCn2cnnn2)c1	0.9	0.28
CC(C)Oc1ccc(/C=N/NC(=O)c2nnn(-c3nonc3N)c2CN(C)C2CCCCC2)cc1	0.5	1.5
CCC1Nc2ncnc(N3CCCCC3)c2N(Cc2ccc(Cl)cc2)C1=O (stereo not given)	-0.9	.
CCOC(=O)c1cc(S(=O)(=O)Nc2ccc(OC)cc2OC)cn1C	1.1	-2.6
Cc1ccc2c(c1)N(C(=O)CCC(=O)Nc1ccccc1Cl)CC(C)O2 (stereo not given)	-0.8	-1.7
CCN(CC)C(=O)CCc1nnc(CCc2c[nH]c3ccccc23)o1	0.0	-0.62
Fc1ccc(C(CCNCc2ccccn2)c2ccc(Cl)cc2)cc1 (stereo not given)	-0.4	-6.4*
CCOC(=O)C1=C(CNCCOc2ccc(OC)cc2)NC(=O)NC1c1ccc2c(c1)OCO2 (stereo not given)	-1.7	1
Cc1nc(N2CCN(c3ccccn3)CC2)c2c(C)c(C(=O)N3CCN(c4ccc(F)cc4)CC3)sc2n1	-2.4	0.01

A draw from above in order of number of heavy atoms, lowest first.
mol	STK33 inh	Kir21 inh
Cc1cc(C)n2nc(SC(C)C(=O)NCc3ccco3)nc2n1 (stereo not given)	0.5	0.02
CN(C)CCNC(=O)Cn1c(=O)c2cccn2c2ccc(F)cc21	-1.9	-0.48
Fc1ccc(C(CCNCc2ccccn2)c2ccc(Cl)cc2)cc1 (stereo not given)	-0.4	-6.4*
CCOC(=O)c1c(NC(=O)CN2CCCCC2)sc2c1CCN(C(=O)OCC)C2	-2.0	2.1
CCOC(=O)C1=C(CNCCOc2ccc(OC)cc2)NC(=O)NC1c1ccc2c(c1)OCO2 (stereo not given)	-1.7	1
CC(C)Oc1ccc(/C=N/NC(=O)c2nnn(-c3nonc3N)c2CN(C)C2CCCCC2)cc1	0.5	1.5

The results go on.
mol	STK33 inh	Kir21 inh
COc1cccc(CN(C)CC(=O)NNC(=O)c2ccc(Cl)cc2)c1	-0.4	-0.97
NC(=O)C1CCN(c2nc(C3CC3)nc3c2nnn3Cc2ccccc2)CC1	-2.2	0.74
CC(=O)c1sc(N/N=C/c2ccc(C(C)C)cc2)nc1C	-1.1	-0.46
COc1ccccc1OCCC(=O)OCC(=O)Nc1ccc2c(c1)OCCO2	0.4	.
CC(CNC(=O)c1ccc(OC2CCN(Cc3ccccn3)CC2)cc1)Oc1cccnc1 (stereo not given)	0.6	-0.25
O=C(Nc1ccccc1C(F)(F)F)c1c(F)cccc1Cl	.	-1.5
Cc1ccc(NC(=S)c2ccc(N(C)C)cc2)cc1	0.3	1.5
COC(=O)c1ccc(C23CC4(C2)[C@H](CN(C)[C@@H]4c2ccccc2)C3c2ccccc2)cc1 (stereo not given in full)	-0.7	-0.34
COc1ccc(NC(=O)C(c2cc3c(cc2[N+](=O)[O-])OCO3)N2CCN(C=O)CC2)cc1 (stereo not given)	-0.1	0.04
Cc1ccc(F)cc1NC(=O)c1ccc(NS(=O)(=O)c2ccc(Br)s2)cc1	-2.2	1.3
CCN(CC)C(=O)CN1CCC(n2c(C)nc3cc(C(F)(F)F)ccc32)CC1	0.1	1.2
O=C(CCc1ccccc1)NCCS(=O)(=O)N1CCN(c2ccccc2)CC1	-1.8	-1.3
CCOc1ccc(N(CC(=O)NC2CCCC2)S(=O)(=O)c2ccccc2)cc1	1.4	0.71
Cc1cc(NC(=O)COC(=O)c2cc([N+](=O)[O-])ccc2N2CCOCC2)ccc1Br	0.5	-0.55
Cc1ccc(S(=O)(=O)NCCC(=O)NC(C)CCc2ccccc2)cc1 (stereo not given)	.	-1.3
CN(CC(=O)NC(=O)NCc1ccccc1)CC(=O)Nc1ccc(Cl)c(Cl)c1	-0.3	.
CCOC(=O)c1[nH]c2ccccc2c1NC(=O)CCN1CCN(C(=O)OCC)CC1	-1.1	0.28
CCN(CC)CCn1c2c(c(SCC(=O)NCc3ccccc3)nc1=O)CCC2	0.2	0.81
NC(=O)Nc1ccc(C(=O)OCC(=O)N2CCc3ccccc3C2)cc1	-1.0	.
Cc1ccc(S(=O)(=O)NCC(=O)N(CC(=O)NCC2CCCO2)Cc2ccc(Cl)cc2)cc1 (stereo not given)	-1.7	0.4

The results go on.
mol	STK33 inh	Kir21 inh
c1ccc2[nH]c(NCCCN3CCOCC3)nc2c1	-0.7	3.3
CCOC(=O)c1c(C)sc2c1N(C(C)=O)c1cc(Cl)ccc1S2	0.3	-2.2
COC(=O)c1cc2c(ccn2C)n1C	-1.1	0
COc1ccc(NC(=O)C2CCC(N3C(=O)C4CCCCC4C3=O)CC2)cc1 (stereo not given)	2.1	1.1
CC(=O)c1ccc2c3c(cccc13)C(=O)N(c1c(C)nn(C)c1C)C2=O	-0.9	.
O=C(NCCO)C(=O)c1c(-c2ccccc2)cc2ccccn12	1.0	1.9
COC(=O)C(Cc1cnc(Cl)s1)(C(=O)OC)c1ccccc1[N+](=O)[O-]	-1.1	-0.12
Cn1cccc1CC(=O)N/N=C/c1ccco1	0.7	-0.25
O=C(CCC1CC(=O)Nc2ccccc21)NCc1cccnc1 (stereo not given)	-2.0	-1.4
COc1cc(/C=C2\C(=N)N3N=C(S(C)(=O)=O)SC3=NC2=O)cc(OC)c1OCCOc1cccc(C)c1	1.0	1.7
O=S(=O)(Nc1ccccc1Cl)c1ccc(-c2ccccn2)s1	-0.2	0.57
CCn1c(SCC(=O)Nc2ccc(Br)cc2)nc2sc3c(c2c1=O)CCN(C)C3	1.4	0.07
CCOC(=O)C1CCCN(CC(=O)Nc2cccc(C(C)=O)c2)C1 (stereo not given)	-2.1	-0.53
CC(C)(C)c1csc(Sc2ccc([N+](=O)[O-])cn2)n1	-1.5	1.8
COc1ccc(OCc2cc(C(=O)NCC3CCOCC3)no2)c(Cl)c1	0.4	-0.3
CC(C)CNC(=S)NC1CC2CCC(C1)N2Cc1ccccc1 (stereo not given)	-0.4	-1.6
Cc1ccc(-c2nc3ccccc3c(=O)n2Cc2ccccc2)cc1	-1.4	0.17
C=C(C)c1cccc(C(C)(C)NC(=O)N(Cc2ccccc2)Cc2ccco2)c1	-0.2	0.44
COc1ccc(CN(C)CC(=O)NCC(=O)Nc2c(C)cccc2C)cc1	0.5	.
O=C(C1=C(O)C(=O)N(CCN2CCOCC2)C1c1ccc(Cl)cc1)c1cc2ccccc2o1 (stereo not given)	0.5	-0.22

Continuation:
mol	STK33 inh	Kir21 inh
O=C(Nc1ccccc1C(=O)NC(Cc1ccc(O)cc1)C(=O)O)c1ccccc1 (stereo not given)	1.0	1.9
Fc1ccc(Oc2cnc3ccccc3n2)cc1	-1.2	-0.35
O=C(COC(=O)CSc1ccccc1)NCCNC(=O)COC(=O)CSc1ccccc1	-1.4	1.7
COc1ccc(CCCC(=O)NC(C)c2ccccc2)cc1 (stereo not given)	0.1	1.2
O=C(Nc1nc(-c2cccc([N+](=O)[O-])c2)cs1)C(c1ccccc1)c1ccccc1	-1.1	0.34
CN(C)CCCN(C(=O)COc1ccccc1)c1nc2cc3c(cc2s1)OCCO3	-1.9	-2.8
CCOc1cc2[nH]c(=S)n(CCCOC)c(=O)c2cc1OCC	-1.1	0.42
CC(OC(=O)c1nc(Cl)ccc1Cl)C(=O)c1ccccc1 (stereo not given)	-0.7	-0.82
Cc1cc2n(n1)C(c1ccccc1)CC(c1ccc(Br)cc1)=N2 (stereo not given)	-0.5	.
COC(=O)C1CSc2[nH]c(=O)sc2C1c1ccc(OC)c(OC)c1 (stereo not given)	-2.7	-2.5
CC(C)CC1(C(=O)NCc2cc(F)cc(C(F)(F)F)c2)C=CCN1C(=O)c1ccccc1 (stereo not given)	-1.6	0.18
O=C(Nc1cccc([N+](=O)[O-])c1)C1CC(=O)N(C2CCCCC2)C1 (stereo not given)	0.0	1.3
Cc1cc(C(=O)Nn2c(-c3ccc(Br)cc3)nc3ccccc3c2=O)ccc1[N+](=O)[O-]	-2.0	0.93
COc1cc2ncnc(NCc3ccco3)c2cc1OC	2.7	-1
CCOc1ccccc1OCC(=O)Nc1ccc(N2CCCCC2)cc1	-1.8	-0.08
Oc1cccc(O)c1O	0.1	.
COc1cc(-c2nnc3sc(Cc4ccc(Cl)cc4)nn23)cc(OC)c1OC	-2.0	-0.98
CC1=NN(C(=O)c2ccc(Br)cc2)C(O)(c2ccccc2)C1 (stereo not given)	-1.4	-0.01
Cn1ccnc1-c1nnn(-c2ccc(F)cc2)n1	5.0	0.71
CC(C)c1nnc(NC(=O)c2cccc(NC(=O)C(F)(F)F)c2)s1	0.0	1.6

New compounds follow:
mol	STK33 inh	Kir21 inh
CCCc1cc(=O)[nH]c(SCc2nc3ccccc3o2)n1	0.0	-0.24
COc1cc(C)ccc1OCCOCCOc1ccccc1Br	1.6	-0.42
O=C(/C=C/c1cccc(F)c1)NC1CCN(Cc2ccccc2)CC1	-1.3	-4.7*
Cc1cccc(NC(=O)C2CCCN(S(=O)(=O)c3ccc4[nH]c(=O)ccc4c3)C2)n1 (stereo not given)	-0.6	-0.38
Nc1cc(=O)[nH]c(SCCOc2ccccc2)n1	9.5	0.56
CCc1nnc(NC(=O)CN2C(=O)NC3(CC(C)CC(C)(C)C3)C2=O)s1 (stereo not given)	0.3	-0.34
c1ccc(CSCc2cn3ccccc3n2)cc1	-4.4	-0.91
O=C(Nc1ccc(Cl)cc1)Nc1csc([N+](=O)[O-])c1	-0.6	0.54
COc1ccc(-n2nc(C(=O)NCC(=O)N3CCCCC3)c3ccccc3c2=O)c(OC)c1	-0.9	-0.91
O=C(CSC1=NC(=O)C(Cc2ccccc2)C(=O)N1)Nc1ncccn1 (stereo not given)	.	-0.1
COc1ccc(CNC(=O)C/C(C)=N/NC(=O)COc2ccc(C)cc2Br)cc1	-0.7	0.5
CCN(CC)S(=O)(=O)c1ccc(OCC2CCCCO2)c([N+](=O)[O-])c1 (stereo not given)	-0.5	2.3
CC(Oc1ccc(Br)cc1)C(=O)O/N=C(\N)c1ccncc1 (stereo not given)	0.6	-2.5
COc1ccc(S(=O)(=O)N2CCC(C(=O)N3CCOCC3)CC2)cc1OC	-1.2	-0.62
CCN1C(=O)CC(N2CCC(Nc3ccc(F)cc3)CC2)C1=O (stereo not given)	-0.3	1.6
Cc1ccc(NC(=S)NCc2ccc(S(N)(=O)=O)cc2)cc1Cl	-0.3	1.1
CCOc1ccc(NC(=O)Cn2nnc3c(cnn3-c3ccc(F)cc3)c2=O)cc1	1.5	-0.67
Cc1cc(NC(=O)CSc2ncnc3c2cnn3-c2ccccc2)no1	-1.8	0.63
COc1cccc(NC(=O)CSc2nnc(-c3cccc(OC(C)C)c3)n2N)c1	-0.9	0.05
CC(=O)N1c2ccc(S(=O)(=O)NCC3CCC(C(=O)NC4CCC(C)CC4)CC3)cc2CC1C (stereo not given)	0.1	-0.59

2 entries picked at random from those above:
mol	STK33 inh	Kir21 inh
O=C(Nc1ccc(Cl)cc1)Nc1csc([N+](=O)[O-])c1	-0.6	0.54
COc1cccc(NC(=O)CSc2nnc(-c3cccc(OC(C)C)c3)n2N)c1	-0.9	0.05

The list continues:
mol	STK33 inh	Kir21 inh
COc1ccc(CCNC(=O)c2cnn3c(C(F)F)cc(C)nc23)cc1OC	-1.4	0.74
COc1ccc(N=Nc2nc(-c3ccccc3)c(-c3ccccc3)[nH]2)cc1	.	-0.02
Cc1cc(C(F)(F)F)n2[nH]c(=O)c(N=Nc3ccccc3)c2n1	-0.2	0.16
CC(C)(C)c1ccc(C(=O)NCCCNC(=O)c2cccnc2)cc1	2.1	1.1
Cc1cc2ccccc2n2c(SCC(=O)N3CCOCC3)nnc12	-0.2	1.6
COc1ccc(NC(=O)c2cccc(-n3cnnn3)c2)cc1	0.2	-1.7
N#CCn1c(Cc2ccccc2)nc2ccccc2c1=O	-7.9	0.16

Copied from the list:
For STK33 inh, COC(=O)c1cc2c(ccn2C)n1C has the entry -1.1
For Kir21 inh, Cc1ccc(NC(=S)c2ccc(N(C)C)cc2)cc1 has the entry 1.5

From PubChem BioAssay
